Screens: PubChem, National Center for Advancing Translational Sciences (NCATS)
GCN5L2 inh – GCN5L2 (KAT2A) acetyltransferase inhibition; Q92830; GCN5L2 HAT assay, ThioGlo1 CoA-SH fluorescence; Potency, µM (top dose mostly 58.9 µM), for inactives: at the top dose activity change, negative = inhibition, most hits filed as inhibitors; 0.21% of 390,000 active
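Fluorescence readout, Ex340nm/Em540nm: ThioGlo1 (50uM final) reacts with free CoA thiol released as 20nM GCN5L2 acetylates H3(1-25) peptide (75uM) using acetyl-CoA (70uM). Compound and enzyme sat 15 min beforehand; 20 min room-temperature reaction.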
N370S GC mod – inhibitors or activators of N370S glucocerebrosidase for Gaucher disease | P04062 | N370S GC spleen homogenate, 4MU-glucoside fluorescence | Potency, µM (series often up to 59.4 µM), for inactives: at the highest dose activity change, negative = inhibition, hits mostly inhibitors | 0.092% of 330,000 active | AID 2101;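 also: 0% = full enzyme activity and -100% = no enzyme basal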
FEN1 inh – inhibitors of human flap endonuclease 1; P39748; Recombinant FEN1 flap cleavage, fluorescence, 15 min; Potency, µM (top dose mostly 114 µM), without a hit: at the highest dose activity change, negative = inhibition, actives largely listed as inhibitors; 0.35% of 390,000 active; AID 588795; also: nearly all actives have a fitted effect of over 65% in size
Target sequence (P39748 whole entry, looked up): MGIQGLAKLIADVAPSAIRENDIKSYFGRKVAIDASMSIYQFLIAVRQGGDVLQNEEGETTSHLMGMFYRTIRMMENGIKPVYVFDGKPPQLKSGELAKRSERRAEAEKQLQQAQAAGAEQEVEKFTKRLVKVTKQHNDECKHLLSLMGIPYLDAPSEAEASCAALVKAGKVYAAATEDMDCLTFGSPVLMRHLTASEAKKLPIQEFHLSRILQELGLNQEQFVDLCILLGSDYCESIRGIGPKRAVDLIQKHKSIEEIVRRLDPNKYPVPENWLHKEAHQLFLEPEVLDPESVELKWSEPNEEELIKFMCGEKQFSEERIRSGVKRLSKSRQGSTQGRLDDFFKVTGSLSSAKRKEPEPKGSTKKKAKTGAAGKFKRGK
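Quantitative HTS format: each compound was titrated, incubated with 10 nM nuclease for 15 min at room temperature, then challenged with flap substrate at 50 nM final. Signal change over 15 min gave concentration–effect curves.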
Numbers without * were called inactive; ? = inconclusive; . = no result given; & = joins results of further samples. Calls follow the shape of the dose curve; as a rule, active = well fitted curve in the direction sought with a large enough effect; inconclusive = small, poorly fitted or top-dose-only effect, or another doubt; inactive = no such curve, though single readings can be large; an effect the other way counts as inactive or inconclusive. Unless noted, % is scaled to controls: 0 for no effect and ±100 for the full control effect; potency is read from the fitted curve at half-maximal effect. A portion of the library; the hit share may differ from the screen's.

1	CCOC(=O)c1cnn(CCOC(=O)c2cccc(F)c2)c1NC(=O)c1cccc(F)c1
2	CC1(C)CC(=O)C2=C(C1)N(c1ccc(F)cc1)C(=O)C2(O)C(F)(F)F (stereo unspecified)
3	CCOc1cc(NC(=O)c2ccco2)c(OCC)cc1NC(=O)Cc1cccc(OC)c1
4	O=C(COC(=O)CCCc1c[nH]c2ccccc12)Nc1ccc2c(c1)OCO2
5	CN(CC(=O)Nc1ccc(Cl)cc1F)C1CCS(=O)(=O)C1 (stereo unspecified)
6	Cc1ccc(C(=O)NCC(c2ccco2)S(=O)(=O)c2ccccc2)cc1C (stereo unspecified)
7	CC(=O)c1c(C)n(-c2cccc(Cl)c2)c2ccc(O)cc12
8	O=C(Nc1c2c(nn1-c1ccc(Cl)cc1)CS(=O)(=O)C2)c1cccc(F)c1
compound no.	1	2	3	4	5	6	7	8
GCN5L2 inh	-9%	-6%	-12%	-3%	-5%	-2%	-20%	-10%
N370S GC mod	3%	-6%	23%	4%	.	.	-2%	.
FEN1 inh	3%	2%	-3%	9%	6%	-15%	7%	18%

9	Cc1cccc(C=Nc2ccccc2C(N)=O)c1
10	COc1ccc(CNC(=O)C2CC(=O)N(C3CCCC3)C2)cc1 (stereo unspecified)
11	COC(=O)c1ccccc1NC(=O)c1ccnn1C
12	COCCN(CCOC)S(=O)(=O)NC[C@H]1O[C@@H](n2cnc3c(N)ncnc32)[C@H](O)[C@@H]1O
13	O=C(NC(=S)NNC(=O)c1ccccc1O)c1cccc([N+](=O)[O-])c1
14	CCOC(=O)Cn1c(=O)oc2cc(S(=O)(=O)NCc3ccc(F)cc3)ccc21
15	CCCc1c(C(=O)N/N=C/c2ccc(OC)c(OCc3ccccc3)c2)nnn1-c1nonc1N
16	C=CCSc1nnc(CC(OC)OC)n1-c1ccccc1
compound no.	9	10	11	12	13	14	15	16
GCN5L2 inh	-4%	-9%	-9%	-4%	-6%	-1%	-14%	-5%
N370S GC mod	2%	2%	8%	.	-5%	.	0%	-1%
FEN1 inh	-3%	-4%	0%	13%	-2%	12%	-2%	1%

17	COc1ccc(CC(=O)N2CCc3cc(OC)c(OC)cc3C2COc2ccc(F)cc2)cc1 (stereo unspecified)
18	N#Cc1c2c(c(-c3ccco3)[nH]c1=O)CCCC2
19	CN(NS(=O)(=O)c1ccc(Cl)cc1)c1nc(C(F)(F)F)nc2ccccc12
20	Cc1cc(C)c(C)c(S(=O)(=O)NCc2ccc(C(=O)N3CCCC3)cc2)c1C
21	Nc1nc2nccc(-c3ccc(Cl)cc3)n2n1
22	C=C(C)CSc1nnc2n(C)c(=O)c3c4c(sc3n12)CCC4
23	CC(C)CCOc1ccc(C(=O)N2CCN(c3ncccn3)CC2)cc1
24	Cc1cc(C)c(NC(=O)CSc2nccn2Cc2ccco2)c(C)c1
compound no.	17	18	19	20	21	22	23	24
GCN5L2 inh	-17%	-3%	-8%	-1%	-3%	-14%	-2%	-13%
N370S GC mod	.	3%	-19%	-13%	?	-7%	2%	.
FEN1 inh	-3%	4%	-4%	4%	-6%	-3%	8%	-1%

25	O=C(Nc1ccccc1N1CCN(C(=O)c2ccccc2)CC1)c1ccc([N+](=O)[O-])o1
26	CC(C)C1CCC(C(=O)NC(Cc2ccccc2)C(=O)O)CC1 (stereo unspecified)
27	COc1ccc(CCNC(=O)COC(=O)c2cc3ccccc3oc2=O)cc1OC
28	CCOc1ccc(-c2csc(NC(=O)CSC3=NC(=O)CN3C(C)=O)n2)c2ccccc12
29	CCOc1cc(/C=N/NC(=O)CSc2nncn2C)ccc1OCc1cccc(C)c1
30	COC(=O)C/C=C/[C@@H](C)[C@@H](/C=N/OC[C@@H](C)[C@H](OCc1ccccc1)C(C)C)NS(=O)(=O)c1ccc(C)cc1
31	COc1cc(/C=C2\SC(=O)N(CC(=O)Nc3cccc(C)c3)C2=O)cc([N+](=O)[O-])c1O
32	Cc1cc(C)c2c(CN3CCN(Cc4ccccc4)CC3)cc(=O)oc2c1C
compound no.	25	26	27	28	29	30	31	32
GCN5L2 inh	-9%	?	-1%	8%	0%	-16%	-10%	-20%
N370S GC mod	-10%	-15%	.	5%	-23%	2%	0%	-16%
FEN1 inh	2%	.	-14%	-2%	-2%	.	?	-3%

Brought forward from above: 4 entries; new compounds follow.
29	CCOc1cc(/C=N/NC(=O)CSc2nncn2C)ccc1OCc1cccc(C)c1
30	COC(=O)C/C=C/[C@@H](C)[C@@H](/C=N/OC[C@@H](C)[C@H](OCc1ccccc1)C(C)C)NS(=O)(=O)c1ccc(C)cc1
31	COc1cc(/C=C2\SC(=O)N(CC(=O)Nc3cccc(C)c3)C2=O)cc([N+](=O)[O-])c1O
32	Cc1cc(C)c2c(CN3CCN(Cc4ccccc4)CC3)cc(=O)oc2c1C
33	CCn1c(SCc2cccc(C(=O)O)c2)nnc1-c1ccc(Cl)cc1
34	O=C(NNC(=O)c1cc(OCC(F)(F)F)ccc1OCC(F)(F)F)c1cccc(C(F)(F)F)c1
35	CC(=O)OCCOc1nc(NC(C)C)nc(NC(C)C)n1
36	OCCOCCOc1ccccc1OCCOCCO
37	O=C(O)c1ccc2c(c1)C(=O)N(Cc1ccc3c(c1)OCO3)C2=O
38	COc1ccc(N2CCN(C(=O)CSc3ccc(C)cc3)CC2)cc1
39	O=C(Nc1cccc(S(=O)(=O)NC2=NCCC2)c1)c1cnc(Cl)c(Cl)c1
40	C/C(CC1(O)C(=O)N(C)c2ccccc21)=N\O (stereo unspecified)
compound no.	29	30	31	32	33	34	35	36	37	38	39	40
GCN5L2 inh	0%	-16%	-10%	-20%	-1%	-2%	2%	-2%	0%	-4%	-3%	-8%
N370S GC mod	-23%	2%	0%	-16%	2%	-2%	-25%	-6%	10%	4%	.	-6%
FEN1 inh	-2%	.	?	-3%	-1%	-17%	4%	7%	-7%	2%	14%	5%

41	O=C(NNC(=O)c1ccccc1-n1cccc1)c1ccc(Cl)cc1
42	CCOC(=O)c1ccc(-c2ccc(C3Nc4ccccc4C(=O)N3O)o2)cc1 (stereo unspecified)
43	N#Cc1ccccc1Cn1cc(/C=N/Nc2ccc([N+](=O)[O-])cn2)c2ccccc21
44	COC(=O)c1ccccc1NC(=O)CN(C)Cc1ccccc1
45	Cc1ccc(C)c(NC(=O)C2CCN(S(=O)(=O)c3ccc4c(c3)NC(=O)CO4)CC2)c1
46	CCCCNC(=O)OCCNC(=O)NC
47	COc1ccc(S(=O)(=O)N(CC(=O)NC2CC2)c2ccc(C)cc2)cc1
48	CCCc1sc(N)nc1-c1ccc(C)cc1
compound no.	41	42	43	44	45	46	47	48
GCN5L2 inh	-9%	-2%	-8%	-4%	3%	-4%	-16%	0%
N370S GC mod	3%	?	6%	0%	-15%	0%	-4%	-14%
FEN1 inh	-5%	-1%	-3%	-26%	10%	-6%	3%	-12%

Laid out differently: 4 of the compounds above
(45) Cc1ccc(C)c(NC(=O)C2CCN(S(=O)(=O)c3ccc4c(c3)NC(=O)CO4)CC2)c1
  GCN5L2 inh: 3%; N370S GC mod: -15%; FEN1 inh: 10%

(41) O=C(NNC(=O)c1ccccc1-n1cccc1)c1ccc(Cl)cc1
  GCN5L2 inh: -9%; N370S GC mod: 3%; FEN1 inh: -5%

(46) CCCCNC(=O)OCCNC(=O)NC
  GCN5L2 inh: -4%; N370S GC mod: 0%; FEN1 inh: -6%

(44) COC(=O)c1ccccc1NC(=O)CN(C)Cc1ccccc1
  GCN5L2 inh: -4%; N370S GC mod: 0%; FEN1 inh: -26%

(list continues)
49	N#CC1=C(SCC(=O)NC2CC2)NC(=O)C(C#N)C12CCCCC2 (stereo unspecified)
50	O=C(Nc1ccc(OC(F)(F)F)cc1)N1CCN(c2ccnc3cc(Cl)ccc23)CC1
51	Nc1ccc(C(=O)N/N=C/c2sc(N3CCOCC3)nc2-c2ccccc2)cc1
52	CC1CN(C(=O)/C(C#N)=C2\N=C(NC(=O)c3ccccc3Cl)c3ccccc32)CC(C)O1 (stereo unspecified)
53	Cc1[nH]c(=S)[nH]c(=O)c1CCOc1ccccc1
54	Cc1ccc(NC(=O)c2cc(-c3ccccc3)nn2-c2ccccc2)c(Br)c1
55	Cc1ccc(Cn2ccnc2C(=O)Nc2ccccc2)cc1
56	CCOC(=O)c1ccc(N=C2S/C(=C\c3cc(C)n(-c4cccnc4)c3C)C(=O)N2C)cc1
compound no.	49	50	51	52	53	54	55	56
GCN5L2 inh	-4%	-10%	-8%	-1%	-9%	-10%	-9%	0%
N370S GC mod	-2%	-11%	-22%	-8%	-10%	14%	-12%	.
FEN1 inh	8%	?	?	.	-1%	15%	0%	8%

57	CCCOc1ccc2[nH]c(C(=O)N/N=C/c3cc(OC)c(OC)c(OC)c3)cc2c1
58	O=[N+]([O-])c1ccc(OCc2cnc(Cl)s2)cc1
59	CCOC(=O)c1c(N)sc2c1CCC(CC)C2 (stereo unspecified)
60	COc1ccccc1CN(Cc1nc2ccccc2c(=O)[nH]1)S(=O)(=O)c1ccc(C)cc1
61	CC(=O)Nc1ccc(S(=O)(=O)N2CC3(C)CC2CC(C)(C)C3)cc1 (stereo unspecified)
62	CCC(NS(=O)(=O)c1ccc(C)cc1)C(=O)Nc1ccc(NC(C)=O)cc1 (stereo unspecified)
63	CCC1=NN2C(=N)/C(=C\c3ccc(OCc4cc(=O)n5nc(CC)sc5n4)c(OC)c3)C(=O)N=C2S1
64	CCC(C)[C@H](NC(=O)N1CC(=O)Nc2ccccc21)C(=O)N1CCC[C@@H]1C(=O)O (stereo partly specified)
compound no.	57	58	59	60	61	62	63	64
GCN5L2 inh	-4%	4%	-6%	-4%	-9%	1%	-19%	-19%
N370S GC mod	8%	4%	-6%	22%	7%	-1%	-14%	?
FEN1 inh	-22%	1%	-12%	-2%	-15%	-3%	50µM*	-14%

65	COc1ccc(CNC(=O)CN2C(=O)NC3(CCCc4sccc43)C2=O)cc1OC (stereo unspecified)
66	COc1ccc(NC(=O)C2CCN(C(=O)c3cccs3)CC2)cc1
67	CCOC(=O)c1c(C)oc2ccc(N(C(=O)c3ccncc3)S(=O)(=O)c3ccc(F)cc3C)cc12
68	CCS(=O)(=O)CCSC(=N)N
69	Cc1ccc(C)c(C(=O)COC(=O)c2ccc(C)c(S(=O)(=O)N3CCOCC3)c2)c1
70	CCOc1cc(N2CCOCC2)c(OCC)cc1NC(=O)COC(=O)CCc1c[nH]c2ccccc12
71	COc1ccc(/C=C/C(=O)CC(=O)/C=C/c2cccc(O)c2OC)cc1O
72	CCn1nc(C(=O)OCC(=O)N(CC(C)C)c2c(N)n(Cc3ccccc3)c(=O)[nH]c2=O)c2ccccc2c1=O
compound no.	65	66	67	68	69	70	71	72
GCN5L2 inh	-3%	-12%	-13%	-5%	-7%	-8%	-6%&-28%	-3%
N370S GC mod	.	3%	.	-8%	.	21%	?	0%
FEN1 inh	22%	-5%	2%	-14%	-28%	-3%	.	-3%

73	COc1ccc(NC(=O)CSc2nc3ccsc3c(=O)n2CCC(=O)O)c(OC)c1
74	COc1ccc(CNC(=O)C2CC(=O)N(c3ccc(OCC(=O)N4C(C)CCCC4C)cc3)C2)cc1 (stereo unspecified)
75	Oc1ccccc1/C=N/Nc1nn[nH]n1
76	C/C(CCc1oc2ccc(Br)cc2c1-c1ccc(C)o1)=N/O
77	CC(C)N(C)CCOC(=O)c1ccccc1Br
78	O=C(/C=C/c1ccc(-c2ccccc2[N+](=O)[O-])o1)c1ccco1
compound no.	73	74	75	76	77	78
GCN5L2 inh	4%	-2%	-4%	-4%	0%	-14%
N370S GC mod	3%	-15%	-9%	?	-1%	-1%
FEN1 inh	-15%	7%	13%	-7%	5%	-14%

Look-ups from the list.
#77 in GCN5L2 inh → 0%
#75 in N370S GC mod → -9%
#78 in N370S GC mod → -1%
#74 in N370S GC mod → -15%
#76 in FEN1 inh → -7%
